STAT1 activator – activators of IFN-gamma induced STAT1 signaling. NIH 3T3 STAT1-luciferase reporter, luminescence; 100% = IFN-gamma alone, no compound. activation (% of control), % at 5.5 µM. 200,000 compounds, 2.6% hits. AID 932;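 active means activation above the screen-wide mean activation plus 3 SD, cut at about 130% in these data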;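 further: raw ratio to IFN-gamma control signal so 100% means no change and 0% no light; values of inactives mirror those of a sister screen read the other way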
Hsp70 act – transcriptional activators of Hsp70; AID 1203; 200,000 compounds, 0.04% hits; activation, % at 10 µM; HeLa Hsp70 promoter luciferase reporter, luminescence; scaled: vehicle 0, proteasome-inhibitor control 100%;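 active means activation above the mean across all tested compounds plus 3 SD, cutoff set per campaign, cut at about 5.5% in these data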;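 further: 100% = MG132 at 30 µM as the positive control and 0% = DMSO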
APP 5'UTR act – activates APP 5'UTR luciferase reporter; SH-SY5Y APP 5'UTR luciferase reporter, luminescence; zero percent = DMSO vehicle wells; activation, % at 2 µM; 190,000 compounds, 1% hits; AID 1276;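 active means activation above a set limit, based on mean plus 3 SD of controls, cut at about 140% in these data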; further: values of inactives mirror those of a sister screen read the other way
NF-kB expr up – raises NF-kB expression in human neuronal cells; NF-kB reporter expression; stronger effect = higher value; fold change at 12.5 µM; 190,000 compounds, 1.6% hits; AID 1239; in the data active means fold change above about 3.3
Efa HMGR inh – inhibitors of class II HMG-CoA reductase from Enterococcus faecalis; inhibition, % at 10 µM; purified E. faecalis HMGR, NADPH absorbance 340 nm kinetic; 190,000 compounds, 0.41% hits; AID 1066;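 active means inhibition above a set limit, the median over all tested compounds plus 3 SD, cut at about 9.5% in these data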;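 further: enzyme runs in reverse so mevalonate oxidation gives rising NADPH absorbance; 0% = complete reaction with DMSO and 100% = background rate lacking mevalonate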
Redox H2O2 prof – compounds producing H2O2 with reducing agent – biochemical, NIH compound library profiling, artefact control for MLSCN library redox annotation, primary screen | DTT-dependent redox cycling H2O2, phenol red/HRP absorbance; 100% = 100 µM peroxide control, 0% = buffer | activation, % at 10 µM | 200,000 compounds, 0.03% hits | AID 878;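 active means activation of at least 50% relative to the plate's high and low controls in the primary single-dose screen; inactive means activation below 50%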;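 further: compound incubated with DTT at 0.8 mM final as the reducing agent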
FLuc act counter – affects firefly luciferase, flagging false hits in luciferase stimulation screens | ATPlite luciferase biochemical, luminescence, 10 min; 0 = ATP-free wells, 1 = DMSO control | P08659 | 200,000 tested, under 10 active | activation factor at 10 µM;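 active means luciferase activation factor, scaled between plate controls, of at least 2 with compound at 10 µM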
Target sequence (P08659 whole entry, looked up): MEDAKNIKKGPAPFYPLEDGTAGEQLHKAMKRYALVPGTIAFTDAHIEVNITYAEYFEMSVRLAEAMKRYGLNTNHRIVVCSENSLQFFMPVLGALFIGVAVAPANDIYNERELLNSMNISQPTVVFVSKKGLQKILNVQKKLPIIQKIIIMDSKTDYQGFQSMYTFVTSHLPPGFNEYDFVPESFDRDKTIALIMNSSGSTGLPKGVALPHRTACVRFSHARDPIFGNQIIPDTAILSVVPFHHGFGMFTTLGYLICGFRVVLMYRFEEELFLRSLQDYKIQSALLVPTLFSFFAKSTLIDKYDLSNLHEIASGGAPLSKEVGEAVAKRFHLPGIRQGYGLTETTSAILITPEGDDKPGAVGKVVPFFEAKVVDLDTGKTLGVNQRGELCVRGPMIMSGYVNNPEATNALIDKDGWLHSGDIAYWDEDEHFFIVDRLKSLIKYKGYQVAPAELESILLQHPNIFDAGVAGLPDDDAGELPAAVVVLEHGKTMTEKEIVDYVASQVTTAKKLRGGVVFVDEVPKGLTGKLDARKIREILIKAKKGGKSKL
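Material: luciferase plus luciferin reagent, cell-free. Medium: PBS buffer for ATP. Also added: ATP substrate, dispensed from a 10.24 µM working solution in PBS. Doses: test compounds dosed from 2 mM stocks in 100% DMSO. Incubation: 10 min post-reagent at room temperature. Technique: light output (luminescence). Read-out basis: luminescence gain marking luciferase activators.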
FLuc inh counter – counter-screen for luciferase assay inhibitors: firefly luciferase inhibition; P08659; ATPLite firefly luciferase biochemical luminescence, 10 min; inhibition, % at 10 µM; 200,000 compounds, 1.5% hits; AID 1006;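 active means inhibition above about 50% when tested at 10 µM, limit read from the data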
APP transl inh – APP translation inhibition | SH-SY5Y APP 5'UTR-luciferase reporter, luminescence | inhibition, % at 2 µM | 190,000 compounds, 0.82% hits;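 active means inhibition above a set limit, derived from the sample mean plus 3 SD, cut at about 45% in these data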; further: values of inactives mirror those of a sister screen read the other way
G6PDH CS – inhibits Leuconostoc G6PDH, flagging false hits in G6PDH-based assays | inhibition, % at 5 µM | 200,000 compounds, 0.12% hits | AID 1020 | Purified L. mesenteroides G6PDH, diaphorase/resazurin coupled fluorescence, 45 min; in the data active means inhibition above about 50%
An asterisk follows results filed as active. The order is random; any-hit rate near 5.3%.

SMILES	STAT1 activator	Hsp70 act	APP 5'UTR act	NF-kB expr up	Efa HMGR inh	Redox H2O2 prof	FLuc act counter	FLuc inh counter	APP transl inh	G6PDH CS
Cc1cc(NC(=O)Cn2nc(C)c([N+](=O)[O-])c2C)no1	89	-0.2	-8	1.3	0	0.2	1.1	-6	8	-1
CCc1c(O)nc(SC2CC(=O)N(c3ccccc3)C2=O)[nH]c1=O (configuration not stated)	99	-0.4	21	1	-1	0.6	1	-2	-21	4
Cc1ccc(CC(=O)NCC(c2ccco2)N(C)C)cc1C (configuration not stated)	95	-0.4	-2	0.95	-3	-1.0	1	-2	2	8
O=C(Nc1cccc2ccccc12)N1CCOCC1	103	-0.2	10	0.92	1	2.7	1.1	-7	-10	-5
O=C(NCCC1=CCCCC1)C1CC(=O)N(C2CCCCCC2)C1 (configuration not stated)	110	-0.3	3	1.2	1	2.3	1.1	-6	-3	-2
COC(=O)[C@H](Cc1ccccc1)NC(=O)N1CCN(Cc2ccccc2)CC1	94	0.1	-6	0.9	2	1.1	1	-4	6	3
CCCCn1c(Cc2ccccc2)n[nH]c1=S	98	0.1	-7	1.2	-4	3.0	1	5	7	34
COCCn1cnc2cc(C)c(C)cc21	93	-0.5	-4	0.89	-2	-0.6	1.1	-8	4	6
O=C(NNC(=O)C1C2CCC(C2)C1C(=O)O)c1ccc(Br)o1 (configuration not stated)	110	-0.1	-2	1.2	-1	-0.7	1	-4	2	2
COc1ccccc1Cn1c(/C=C/c2ccccc2)nc2ccccc21	112	-0.1	38	2	-5	1.5	0.6	43	-38	0
CCc1cc(=O)oc2cc(OCC(=O)O)c(Cl)cc12	103	-0.2	-4	0.96	-3	1.2	1	-2	4	-4
CCCCN(C(=O)CCC(=O)Nc1cc(C)on1)C(C(=O)NC(C)(C)C)c1cccc(OC)c1OC (configuration not stated)	99	0.0	20	1.3	-6	-0.9	1.1	-10	-20	6
COc1cc(CO)cc(Br)c1OCc1cccnc1	97	0.1	5	0.93	0	-2.1	1.1	-6	-5	-1
O=C(CCN1C(=O)c2ccccc2S1(=O)=O)Nc1ccccc1O	104	0.0	8	1.1	-1	-0.3	1	-2	-8	3
O=C(NCCCN1CCOCC1)c1ccc(CS(=O)(=O)c2ccc(Br)cc2)o1	99	0.1	-15	1.6	0	0.1	1.1	-8	15	11
On1nnc2ccc(C(F)(F)F)cc21	111	0.0	-4	1.1	-1	-0.1	1.1	-7	4	0
c1ccc(Nc2nc(-c3ccccn3)cs2)cc1	158*	0.5	205*	7.5*	-2	-0.2	0.8	24	-205	-22
Cc1ccc(C(=O)c2oc3ccccc3c2N)cc1	117	0.5	48	2.5	-1	0.7	1	4	-48	1
O=C(O)CSCC(=O)NCc1cccc(C(F)(F)F)c1	105	0.3	12	1.2	3	-1.7	1.1	-8	-12	5
COc1ccc(/C=N/n2cnnc2)cc1Oc1nc(Cl)ncc1F	107	-0.2	-8	1.4	-3	0.1	1	-2	8	7
O=C(OC1CCCCC1=O)c1cccc(S(=O)(=O)NCc2ccccc2)c1 (configuration not stated)	91	-0.3	-4	0.98	-4	1.6	1.1	-10	4	-1
CCN(CC)CCNC(=O)CCCCn1c(=S)[nH]c2c([nH]c3ccc(OC)cc32)c1=O	95	0.1	-5	1.2	1	14	1	-2	5	2
CCCc1nc2oc3cc(OC)ccc3c(=O)c2c(=O)n1Cc1ccco1	102	-0.4	-7	1.4	0	0.3	1	0	7	0
O=C(CN1CCN(C(=O)c2ccco2)CC1)Nc1ccc(Cl)c(C(F)(F)F)c1	94	-0.1	-16	1.2	-2	-1.6	1.1	-7	16	11
O=Cc1cccc(OC(=O)c2ccc(Cl)cc2Cl)c1	121	-0.4	-9	2	-4	-0.3	0.9	8	9	6
CCCNC(=O)C1CCN(S(=O)(=O)c2ccc(Br)cc2)CC1	92	-0.3	-1	1.3	-3	0.1	1	-2	1	2
CC1(C)Cc2c(c(N3CCOCC3)nc3sc(C#N)c(N)c23)CS1	101	-0.3	-5	1.1	-3	-0.1	1.1	-7	5	2
Cc1ccc(C(=O)NCC#N)cc1	100	0.2	2	1.2	2	-0.2	1.1	-7	-2	8
CNc1ccccc1C(C)(C)c1cc(-c2cccc(Br)c2)no1	72	-0.4	-11	0.62	-2	-1.4	1	-1	11	8
Cc1ccc(C(=O)Nc2ccc(S(=O)(=O)N3CCCC3)cc2)s1	113	-0.1	-1	0.92	-10	-3.6	1.1	-5	1	6
COc1ccc(Nc2cc(C(=O)NCCCN3CCN(C)CC3)c3ccccc3n2)cc1	99	0.2	-1	0.77	-1	-2.5	0.9	8	1	4
NS(=O)(=O)c1ccc(NC(=O)/C=C/c2cccc(Cl)c2)cc1	111	0.0	-1	0.96	-6	-0.9	1.1	-6	1	11
Cc1ccc(C)n1-c1ccc(C(=O)Nc2ccccc2)cc1	106	0.0	10	1.9	-1	-0.6	0.6	43	-10	-7
CCOC(=O)c1cnc(SC)nc1N	102	-0.3	0	1.3	2	-6.8	1	1	0	3
NS(=O)(=O)c1ccc(CCNC(=O)c2cccnc2)cc1	95	-0.2	-8	1	-3	1.4	1.1	-6	8	-5
Cc1ccc(N(Cc2ccc(C(=O)NC3CCCCC3)cc2)S(C)(=O)=O)cc1C	107	-0.1	10	1.2	-4	0.3	1	-2	-10	12
CCCNC(=O)c1n[nH]c(=O)c2ccccc12	92	-0.2	5	1	-1	-0.5	1	-1	-5	-2
COC(=O)c1ccc(Oc2cc(C)nc(-n3nc(C)cc3C)n2)cc1	96	0.6	-94	3.9*	-4	0.3	1.1	-9	94*	5
CCOc1ccccc1-n1c(SCC(=O)N2CCCC2)nnc1-c1ccoc1C	97	-0.1	3	1.1	0	1.8	1.1	-5	-4	6
CSc1nc2c(cnn2-c2ccccc2)c(=O)n1N	124	0.2	34	1.8	-6	-0.7	0.9	11	-34	1
COc1ccc(CC(=O)Nc2cccc(C)n2)cc1OC	103	-0.1	20	0.98	-2	-0.2	1.1	-7	-20	3
C=CCn1c(-c2cccc(OC)c2OC)n[nH]c1=S	85	0.0	-11	0.99	-4	-0.9	1.1	-6	11	1
CC1CCCCN1C(=O)Cn1cnc2cc([N+](=O)[O-])ccc2c1=O (configuration not stated)	100	-0.2	13	0.74	-1	-1.7	1.1	-6	-13	1
O=C(COC(=O)CNC(=O)c1ccccc1F)Nc1ccc2c(c1)OCCO2	101	0.7	20	1.1	-14	0.5	1	-4	-20	-9
O=C(CSc1nnc(-c2ccncc2)o1)c1cccc([N+](=O)[O-])c1	99	-0.3	21	1.1	-1	14	1	-5	-21	2
O=C1CCCc2c1[nH]c1c(Br)cccc21	99	-0.4	10	1.4	2	1.2	1	-3	-10	7
O=C(Cn1c(=O)sc2ccccc21)NCCOc1ccccc1F	105	0.0	-5	1.1	0	3.0	1.1	-7	5	1
COc1ccccc1CNC(=O)COC(=O)c1cnccn1	111	-0.5	1	1.2	-4	0.2	1	-1	-1	5
CCCC[C@@H]1CNC(=S)N1CCC12CC3CC(CC(C3)C1)C2	108	-0.2	-12	0.97	0	0.7	1.1	-8	12	2
CC1=NN(c2cccc(C(=O)O)c2)C(=O)/C1=C\C=C\c1ccco1	95	-0.1	81	1.2	-2	0.3	0.8	24	-81	8
CC1=C(C(=O)OC(C)C)C(c2ccc(Br)s2)NC(=O)N1 (configuration not stated)	94	-0.2	8	0.72	0	0.3	1.1	-7	-8	1
COc1ccc2[nH]cc(S(=O)(=O)c3ccc(F)cc3)c(=O)c2c1	90	-0.2	-11	1.1	4	-1.5	1.1	-8	11	-5
Cc1ccc2c(c1)c(CC(=O)Nc1ccc(F)cc1)c(C(=O)O)n2C	92	-0.3	-2	1.2	0	0.2	1	-3	2	-3
CCOc1ccc(N2C(=O)c3cccnc3C2=O)cc1	106	0.1	-3	1	-3	-3.2	1	0	3	0
CC(=O)c1ccc2c3c(cccc13)CC2	97	-0.4	-5	1	0	3.3	1	-4	5	-18
O=C(COC(=O)c1n[nH]c2ccccc12)NC(=O)NC1CCCCC1	94	0.0	11	0.87	2	0.1	1.1	-7	-11	5
Cc1ccc(C(=O)CSc2nnc(-c3ccco3)n2C)cc1	109	-0.1	4	1.8	3	0.6	1	5	-4	5
O=C(NCc1ccco1)C1CCCCC1	99	-0.2	3	1.3	2	-0.3	1	-4	-3	11
CCC12CN(S(=O)(=O)c3ccc(C)cc3)CC(CC)(CN(S(=O)(=O)c3ccc(C)cc3)C1)C2=O	97	-0.3	-6	1.2	1	-7.0	1	0	6	-4
C=CCSc1nc2c(c(=O)[nH]c(=O)n2C)n1C(C)C	92	-0.3	10	1.1	-2	-0.6	1	-2	-10	25
O=C(Nc1ccc2c(c1)CCC2)c1ccccc1Br	154*	-0.1	219*	1.1	2	-2.0	0.7	30	-219	4
